Source: PubChem (National Center for Advancing Translational Sciences (NCATS))
PKM2 act – qHTS Assay for Activators of Human Muscle isoform 2 Pyruvate Kinase; purified PKM2, Kinase-Glo ATP luminescence, activation; response scale: 0% is enzyme alone, no compound; Pyruvate kinase PKM (Homo sapiens), P14618; 260,000 compounds, 0.34% hits; AID 1631, 2009; Potency, µM (series often up to 57.5 µM), for the others: at the top dose activation, hits mostly activators; further: potency means the concentration at half of the fitted maximal effect; on the % scale 0 is the no-effect control and ±100 the full control effect; nearly all actives have a fitted effect of over 55% in size
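Purified hPK-M2 (>95%) run at intermediate activity with 0.1 mM ADP and 0.5 mM PEP in 50 mM imidazole pH 7.2, KCl, MgCl2; 1 h room temperature. ATP formed read by Kinase-Glo luminescence; normalized to uninhibited and no-enzyme controls.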
p53 reactivation – qHTS assay for re-activators of p53 using a Luc reporter; Potency, µM (titrated, usually from 92.2 µM), for the others: at the highest dose activity change, positive = activation, hits mostly activators; 320,000 compounds, 0.063% hits; H1299 p53-A138V BP100-luciferase reporter, luminescence, 24 h; further: potency means the concentration at half of the fitted maximal effect; % of control where 0% means no effect; nearly all actives have a fitted effect of over 45% in size
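H1299 (p53-null), stable ts p53-A138V + BP100-Luc; 1000 cells/well, Opti-MEM/10% FBS; cpd 4 pt, 1:5; 24 h, 37 deg C, 5% CO2; detection reagent 10 min RT; luminescence.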
FLuc counter – qHTS profiling assay for firefly luciferase inhibitor/activator using purifed enzyme and Km concentrations of substrates (counterscreen for miR-21 project) | 360,000 compounds, 6.9% hits | Luciferin 4-monooxygenase (Photinus pyralis), P08659 | AID 588342, 2011 | purified FLuc, Km substrates, luminescence inhibition | Potency, µM (highest dose often 57.5 µM), inactives show at the highest dose activity change, negative = inhibition, hits mostly inhibitors;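 further: potency means the concentration at half of the fitted maximal effect; plate controls were vehicle for no effect and reference inhibitor for full effect; nearly all actives have a fitted effect of over 55% in size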
Target sequence (P08659 whole entry, looked up): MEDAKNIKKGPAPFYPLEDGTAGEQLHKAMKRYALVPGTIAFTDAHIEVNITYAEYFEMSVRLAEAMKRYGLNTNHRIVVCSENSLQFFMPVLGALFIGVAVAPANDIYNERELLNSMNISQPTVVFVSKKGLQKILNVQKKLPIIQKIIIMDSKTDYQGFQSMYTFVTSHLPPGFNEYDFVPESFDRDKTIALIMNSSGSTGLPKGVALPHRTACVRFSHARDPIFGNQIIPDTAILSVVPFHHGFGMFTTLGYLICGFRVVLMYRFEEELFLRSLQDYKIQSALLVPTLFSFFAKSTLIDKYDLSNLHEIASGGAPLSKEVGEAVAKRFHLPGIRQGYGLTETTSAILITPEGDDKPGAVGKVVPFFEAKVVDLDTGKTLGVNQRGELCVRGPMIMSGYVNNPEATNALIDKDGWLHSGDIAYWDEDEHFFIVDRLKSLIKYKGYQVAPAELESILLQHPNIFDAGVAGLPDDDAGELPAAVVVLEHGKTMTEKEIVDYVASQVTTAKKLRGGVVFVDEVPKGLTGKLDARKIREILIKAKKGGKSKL
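Purified P. pyralis luciferase (10nM final) with 10uM D-luciferin and 10uM ATP (Km levels) in 50mM Tris acetate pH 7.5, 10mM Mg acetate, 0.01% Tween-20, 0.05% BSA; qHTS 6-point titration, ~60 µM downward; luminescence read.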
Rab9 promoter act – qHTS Assay for Rab9 Promoter Activators; Huh7 Rab9 promoter-luciferase reporter, luminescence, 24 h; Potency, µM (highest dose often 9.22 µM), inactives show at the top dose activation, negative = inhibition, usual class: activators; 320,000 compounds, 2.8% hits; AID 485297, 2010; further: potency means the concentration at half of the fitted maximal effect; % of control where 0% means no effect; nearly all actives have a fitted effect of over 60% in size
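Steps: seed 1500 Huh7 Rab9-luc cells per well, rest 2 h at 37 °C; add compound in DMSO; incubate 24 h; add luciferase reagent, 10 min ambient; read luminescence.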
RORgamma inh – qHTS for inhibitors of ROR gamma transcriptional activity; AID 2551, 2010; Drosophila S2 Gal4-RORgamma UAS-luciferase reporter, 20 h; Potency, µM (titrated, usually from 53.6 µM), for inactives: at the top dose activity change, negative = inhibition, actives largely listed as inhibitors; 310,000 compounds, 5.4% hits; further: potency means the concentration at half of the fitted maximal effect; on the % scale 0 is the no-effect control and ±100 the full control effect; nearly all actives have a fitted effect of over 60% in size
Target sequence (P51450 whole entry, looked up, the tested form may be a part): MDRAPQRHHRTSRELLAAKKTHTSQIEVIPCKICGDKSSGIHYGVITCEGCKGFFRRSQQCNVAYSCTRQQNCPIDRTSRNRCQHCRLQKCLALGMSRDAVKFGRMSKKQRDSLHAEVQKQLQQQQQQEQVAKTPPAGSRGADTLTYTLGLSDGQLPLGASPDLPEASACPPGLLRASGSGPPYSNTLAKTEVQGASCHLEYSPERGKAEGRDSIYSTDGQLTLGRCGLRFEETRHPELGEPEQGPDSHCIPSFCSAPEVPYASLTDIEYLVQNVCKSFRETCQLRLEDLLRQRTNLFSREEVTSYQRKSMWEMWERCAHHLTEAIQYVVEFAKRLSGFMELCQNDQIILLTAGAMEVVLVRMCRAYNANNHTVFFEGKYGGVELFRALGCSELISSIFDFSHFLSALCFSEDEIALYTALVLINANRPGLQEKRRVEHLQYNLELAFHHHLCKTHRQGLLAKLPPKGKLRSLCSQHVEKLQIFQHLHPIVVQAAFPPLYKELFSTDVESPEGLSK
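Read-out: Photinus luciferase luminescence; inhibitors lower reporter signal. Insect Schneider cells with Gal4-ROR gamma fusion under metallothionein promoter, UAS reporter; 700 uM final copper sulfate induction, 20 hr, ambient temperature.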
NPC1 prom act – qHTS Assay for NPC1 Promoter Activators; Huh7 NPC1 promoter luciferase reporter, 24 h; Potency, µM (doses to about 9.22 µM), inactives show at the top dose activation, actives largely listed as activators; 320,000 compounds, 2.4% hits; AID 485313, 2010;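 further: potency means the concentration at half of the fitted maximal effect; % of control where 0% means no effect; nearly all actives have a fitted effect of over 60% in size; reporter is driven by a mutant NPC1 promoter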
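Luminescence read-out of NPC1 promoter-driven luciferase in stably transfected Huh7 cells; compounds delivered in DMSO and left 24 h at 37C, 5% CO2, qHTS titration format.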
Menin MLL FP TR – qHTS Assay for Inhibitors Targeting the Menin-MLL Interaction in MLL Related Leukemias: Competition With Texas Red Labeled MLL-derived Mutant Peptide | O00255 | Menin + Texas Red MLL mutant peptide, fluorescence polarization | Potency, µM (highest dose often 61.6 µM), inactives show at the highest dose FP activity change, negative = inhibition, actives largely listed as inhibitors | 270,000 compounds, 0.23% hits; active means well fitted inhibition curve with a large enough effect in the polarisation, with a control signal flat, not every such curve was filed as active; inconclusive means small, poorly fitted or top-dose-only effect, or effect the other way, or a change in a side signal; inactive means no such curve, though single readings can be large or run the other way; the % refers to the polarisation; further: potency means the concentration at half of the fitted maximal effect; % of control where 0% means no effect; many of its hits are not listed in these tables
BRCA1 expr up – qHTS Assay to Identify Small Molecule Activators of BRCA1 Expression; MCF7-BRCA1-FFLuc reporter, luminescence, 48 h; response scale: scaled: vehicle 0%, 10 µM genistein 100%; Potency, µM (doses to about 46.1 µM), inactives show at the highest dose activation, usual class: activators; 380,000 compounds, 1.1% hits; further: potency means the concentration at half of the fitted maximal effect; nearly all actives have a fitted effect of over 80% in size; some results filed as inactive show a strong effect at the top dose
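Luminescence from a BRCA1-driven firefly luciferase in MCF7 cells was read after 48 h compound exposure at 37 C. Data normalized against DMSO and a 10microM genistein activation control, then curve-fitted across the titration.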
Giardia kill – Small Molecules that selectively kill Giardia lamblia: qHTS | Giardia lamblia trophozoite viability | activity change, % at 7.66 µM, hits read low | 340,000 compounds, 0.15% hits | AID 540267, 2011; in the data active means activity change below about -80%; inconclusive means between about -30% and that limit;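 further: parasites exposed to compound for two days anaerobically before the ATP read; on the % scale 0 is the no-effect control and ±100 the full control effect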
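Compounds were tested on trophozoites seeded at 100 cells/well and held 48 hrs at 37 deg C anaerobically. An ATP-based luminescent kit measured the remaining live cells.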
Gal4-VP16 FLuc – VP16 counterscreen qHTS for inhibitors of ROR gamma transcriptional activity; 310,000 compounds, 3.5% hits; Potency, µM (highest dose often 53.6 µM), inactives show top-dose activity, negative = inhibition, hits mostly inhibitors; Drosophila S2 Gal4-VP16 UAS-luciferase, luminescence, 20 h;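 further: Gal4-VP16 expression switched on by copper sulfate through the metallothionein promoter; potency means the concentration at half of the fitted maximal effect; on the % scale 0 is the no-effect control and ±100 the full control effect; nearly all actives have a fitted effect of over 50% in size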
ELG1 genotox – qHTS screen for small molecules that induce genotoxicity in human embryonic kidney (HEK293T) cells expressing luciferase-tagged ELG1 | Potency, µM (titrated, usually from 46 µM), inactives show at the top dose activity change, positive = activation, actives largely listed as activators | 330,000 compounds, 1.3% hits | HEK293T ELG1-luciferase reporter, luminescence, 16 h; further: potency means the concentration at half of the fitted maximal effect; % of control where 0% means no effect; nearly all actives have a fitted effect of over 60% in size
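DMSO vehicle served as control against compound-treated ELG1-luciferase HEK293T cells; exposure lasted 16 hr at 37 °C and 5% CO2, followed by ONE-Glo luminescence detection after 30 min.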
* marks the source's active call; other numbers are inactive results; ? = inconclusive; . = no result given; [ ] = remark or other dose. Unless noted, the call rests on the fitted dose curve; in most records, active means well fitted curve in the direction sought with a large enough effect; inconclusive means small, poorly fitted or top-dose-only effect, or another doubt; inactive means no such curve, though single readings can be large; an effect the other way counts as inactive or inconclusive. These rows are one share of the data (hit frequency here may not be typical).

SMILES	Giardia kill	p53 reactivation	Rab9 promoter act	Gal4-VP16 FLuc	ELG1 genotox	Menin MLL FP TR	RORgamma inh	NPC1 prom act	BRCA1 expr up	FLuc counter	PKM2 act
O=C(Nc1ccccc1Cl)c1ccc2nccnc2c1	-7	?	2.5µM*	-4%	2%	5%	16%	3.2µM*	5µM*	11µM*	-17%
CCOC(=O)COc1cnc2ccccc2n1	0	-3%	1%	-8%	0%	12%	-21%	-3%	11%	6%	-10%
Cc1nc(CS(=O)(=O)c2ccccc2)cc(Sc2ccc(Cl)cc2)n1	5	9%	17%	?	0%	-2%	?	17%	85%	?	1%
Cc1nnc(SCc2ccc([N+](=O)[O-])cc2)o1	-5	3%	8%	-13%	0%	8%	29%	-2%	2%	2%	0%
C=CCn1c(/N=C/c2ccc(N(C)C)cc2)nc2ccccc21	-2	11%	9%	2%	0%	-16%	-27%	0%	10%	0.13µM*	-21%
O=C(O)c1cccc(NC(=O)C2C3C=CC(C3)C2C(=O)O)c1 (centres undefined)	-20	21%	14%	8%	-1%	14%	13%	7%	1%	1%	-3%
O=C(N1CCN(Cc2ccccc2)CC1)C12CC3CC(CC(C3)C1)C2	22	10%	0%	1%[0.365 µM]	-1%	?	-31%	-1%	-14%	-2%	-3%
CC1(C)CC(C(CC(=O)Nc2nccs2)c2ccccc2)CCO1 (centres undefined)	23	-6%	0%	8%	-9%	12%	16%	-5%	-12%	1%	-1%
O=C(CCCc1ccccc1)NCc1ccccc1	.	7%	16%	-5%	0%	-14%	16%	0%	.	?	-10%
CCOC(=O)c1c(NC(=O)/C=C/c2ccc(C)o2)sc(C)c1C	-19	-6%	23%	-5%	-1%	9%	2%	25%	-82%[inhibitor]	-14%	-3%
O=[N+]([O-])c1ccc2nc(NS(=O)(=O)c3ccc(Cl)cc3)sc2c1	-3	13%	8%	15%	14%	?	13%	2%	-23%	1%	5%
COc1ccc(CNC(=O)c2oc3ccc(S(=O)(=O)N4CCOCC4)cc3c2C)cc1	11	-11%	-8%	-4%	-26%	-12%	31%	29%	-40%	2%	7%
Cc1ccccc1OCC(O)CN(Cc1ccccc1O)C1CCCCC1 (centres undefined)	-19	-10%	-2%	-10%	-14%	-21%	?	-4%	-70%	-2%	0%
Cc1ccccc1OCc1nc2ccccc2[nH]1	-22	3%	1.8µM*	-13%	?	-1%	-24%	?	?	4.8µM*	-23%
COc1ccccc1C(=O)Nc1ccnn1C1CCN(C(C)CSC)CC1 (centres undefined)	-4	21%	2%	-4%	-3%	-26%	14%	1%	-11%	-6%	1%
Cc1cccc(NC(=O)c2ccccc2NC(=O)CCC(=O)O)c1	-4	-4%	0%	6%	-1%	2%	9%	0%	14%	2%	-4%
CC(C)=CCOc1ccc2ccc(=O)oc2c1	2	3%	23%	1%	14%	4%	1%	22%	5%	?	7%
O=C(NCc1ccc(Cl)cc1)c1cc(-c2ccco2)on1	6	0%	13%	16%	5%	?	21%	1%	27%	-2%	6%
Cc1cc(=O)oc2c(C)c(OC(C)C(=O)NCC(O)c3ccccc3)ccc12 (centres undefined)	11	-9%	4%	-1%	5%	3%	-13%	-5%	-2%	2%	.
COc1ccc(S(=O)(=O)N2CCN(C(=S)NCCc3ccccc3)CC2)cc1	7	-7%	-1%	-6%	-11%	.	26%	-3%	-35%	4%	0%

Quoted from the listing:
For Giardia kill, CC(C)=CCOc1ccc2ccc(=O)oc2c1 has 2
For p53 reactivation, Cc1cccc(NC(=O)c2ccccc2NC(=O)CCC(=O)O)c1 has -4%
For NPC1 prom act, O=C(NCc1ccc(Cl)cc1)c1cc(-c2ccco2)on1 has 1%
For FLuc counter, COc1ccc(S(=O)(=O)N2CCN(C(=S)NCCc3ccccc3)CC2)cc1 has 4%

Remaining list, next part
SMILES	Giardia kill	p53 reactivation	Rab9 promoter act	Gal4-VP16 FLuc	ELG1 genotox	Menin MLL FP TR	RORgamma inh	NPC1 prom act	BRCA1 expr up	FLuc counter	PKM2 act
CC1=CC(C)(C)N(S(=O)(=O)c2ccc(C)cc2)c2ccc(C)cc21	-1	9%	-19%	-7%	?	-2%	?	-20%	-93%	-1%	0%
Cc1cc2ccccc2c(=O)n1CC(=O)NC1CCCCCC1	-7	-2%	-3%	-5%	0%	1%	-5%	-3%	-11%	-1%	-3%
Cc1ccc(S(=O)(=O)Nc2cccc(NC(=O)CN3CCCCC3)c2)cc1	4	8%	13%	-2%	-2%	-21%	23%	-1%	-16%	8%	1%
COc1cc(C(=O)NCCOc2ccc(F)cc2)c(Br)c(OC)c1OC	0	-4%	0%	-26%	0%	-18%	-6%	10%	-8%	-3%	-11%
Cc1cc2c(cc1S(=O)(=O)N1CCN(c3ccccc3F)CC1)OCC(=O)N2	-14	8%	-1%	1%	-4%	-16%	-21%	-1%	10%	13%	-1%
COc1cc(C)ccc1OCc1cc(C(=O)NCCN2CCCC(O)C2)no1 (centres undefined)	42[activator]	-1%	5%	3%	1%	-2%	22%	-2%	-7%	?	6%
COC(=O)N1C(=O)[C@@](CC(C)C)(c2ccccc2)N1C(=O)OC	.	.	-8%	0%	26%	?	?	-13%	.	1%	3%
NC(=O)CC(NC(=O)c1cccc(Br)c1)c1ccc(NCCN2CCOCC2)c([N+](=O)[O-])c1 (centres undefined)	.	-1%	1%	?	3%	.	4%	-1%	.	1%	8%
CC(C)Cc1ccc(CN2CCCC(NC(=O)CCN3CCCCC3=O)C2)cc1 (centres undefined)	14	9%	-3%	13%	-2%	-14%	7%	-2%	7%	-1%	.
CCN(CC(=O)NC1CCS(=O)(=O)C1)S(=O)(=O)c1cccc(C(C)=O)c1 (centres undefined)	-17	2%	-2%	-1%	2%	-15%	-19%	0%	-3%	0%	1%

Whole records from above. Values in the order: Giardia kill	p53 reactivation	Rab9 promoter act	Gal4-VP16 FLuc	ELG1 genotox	Menin MLL FP TR	RORgamma inh	NPC1 prom act	BRCA1 expr up	FLuc counter	PKM2 act
COC(=O)N1C(=O)[C@@](CC(C)C)(c2ccccc2)N1C(=O)OC is listed with .	.	-8%	0%	26%	?	?	-13%	.	1%	3%
CCN(CC(=O)NC1CCS(=O)(=O)C1)S(=O)(=O)c1cccc(C(C)=O)c1 (centres undefined) is listed with -17	2%	-2%	-1%	2%	-15%	-19%	0%	-3%	0%	1%

Other records follow.
SMILES	Giardia kill	p53 reactivation	Rab9 promoter act	Gal4-VP16 FLuc	ELG1 genotox	Menin MLL FP TR	RORgamma inh	NPC1 prom act	BRCA1 expr up	FLuc counter	PKM2 act
CC1CCN(CC(=O)n2c3c(c4ccccc42)CCCC3)CC1	2	-1%	-7%	-6%	9%	?	2%	1%	-13%	0%	1%
COc1ccc(S(=O)(=O)NCC(c2ccc3c(c2)OCO3)N2CCN(c3ccccc3)CC2)cc1 (centres undefined)	9	-2%	-2%	.	-7%	.	.	-2%	-20%	2%	.
COC(=O)c1sc2ccccc2c1NC(=O)c1cccs1	-9	-9%	-4%	-2%	-5%	-10%	28%	-2%	4%	0%	-1%
O=C(NC1CCSc2ccccc21)c1cc([N+](=O)[O-])ccc1N1CCOCC1 (centres undefined)	17	20%	2%	.	0%	.	.	11%	-7%	3%	.
O=C(COC(=O)CNC(=O)c1ccco1)NCCN1C(=O)CSC1=O	-9	4%	11%	-14%	-1%	8%	-1%	1%	7%	2%	-1%
Cc1cccc(NC(=O)CSc2nnc(-c3n[nH]c4ccccc34)o2)c1	7	9%	23%	-13%	7%	18%	27%	19%	13µM*	1%	14%
Cc1ccnc(NS(=O)(=O)c2ccc(NC(=O)C3CCCNC3=O)cc2)n1 (centres undefined)	-3	-7%	1%	-4%	6%	20%	2%	0%	-1%	-1%	-1%
COC(=O)c1noc(-c2ccc(OC)cc2)n1	12	6%	1%	-18%	-1%	4%	-35%	0%	-5%	?	2%
